Cardio protect: protects H9c2 cardiomyocytes from peroxide injury; H2O2 injury protection, ATPLite, 2 h; 0.63% of 360,000 active; protection from H2O2 cell death, % at 20 µM;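 active = compounds giving at least 50% protection of heart cells from peroxide-induced death in the single-dose screen, raw or plate-pattern-corrected value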;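 also: 0% = DMSO wells with peroxide and 100% = DMSO wells without peroxide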
m5-HT2A agonist: agonists of mouse serotonin 5-HT2A receptor (HTR2A) | 0.66% of 360,000 active | P35363 | CHO-K1 mHTR2A beta-arrestin complementation, luminescence; percent of 30 µM serotonin response | activation, % at 7.6 µM;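 active = activation above a run cutoff, the mean activation of all tested compounds plus 3 SD, cut at about 14% in these data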;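 also: 0% = plate median of compound wells and 100% = 30 µM serotonin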
Vif imaging: blocks HIV Vif function. HEK293T cells, Vif self-association by quenched fluorescence, imaging, 24 h. inhibition, % at 7.49 µM. 0.35% of 340,000 active. AID 602346; in the data active = inhibition above about 50%, passing the limit was not always enough; also: some results filed as inactive read as strong as hits
ABCB6 inh 2: human ABCB6 transporter inhibition; Q9NP58; K562-ABCB6 porphyrin accumulation, flow cytometry, 1 h; hits give low values; fluorescence ratio to DMSO, % at 10 µM; 0.19% of 360,000 active;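 active = fluorescence ratio to DMSO below 75%, the collection mean minus 3 SD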;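 also: signal is porphyrin accumulated inside mitochondria; 100% equals median channel fluorescence of DMSO control wells; lower ratio means ABCB6 inhibition with less porphyrin fluorescence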
Target sequence (Q9NP58 whole entry, looked up): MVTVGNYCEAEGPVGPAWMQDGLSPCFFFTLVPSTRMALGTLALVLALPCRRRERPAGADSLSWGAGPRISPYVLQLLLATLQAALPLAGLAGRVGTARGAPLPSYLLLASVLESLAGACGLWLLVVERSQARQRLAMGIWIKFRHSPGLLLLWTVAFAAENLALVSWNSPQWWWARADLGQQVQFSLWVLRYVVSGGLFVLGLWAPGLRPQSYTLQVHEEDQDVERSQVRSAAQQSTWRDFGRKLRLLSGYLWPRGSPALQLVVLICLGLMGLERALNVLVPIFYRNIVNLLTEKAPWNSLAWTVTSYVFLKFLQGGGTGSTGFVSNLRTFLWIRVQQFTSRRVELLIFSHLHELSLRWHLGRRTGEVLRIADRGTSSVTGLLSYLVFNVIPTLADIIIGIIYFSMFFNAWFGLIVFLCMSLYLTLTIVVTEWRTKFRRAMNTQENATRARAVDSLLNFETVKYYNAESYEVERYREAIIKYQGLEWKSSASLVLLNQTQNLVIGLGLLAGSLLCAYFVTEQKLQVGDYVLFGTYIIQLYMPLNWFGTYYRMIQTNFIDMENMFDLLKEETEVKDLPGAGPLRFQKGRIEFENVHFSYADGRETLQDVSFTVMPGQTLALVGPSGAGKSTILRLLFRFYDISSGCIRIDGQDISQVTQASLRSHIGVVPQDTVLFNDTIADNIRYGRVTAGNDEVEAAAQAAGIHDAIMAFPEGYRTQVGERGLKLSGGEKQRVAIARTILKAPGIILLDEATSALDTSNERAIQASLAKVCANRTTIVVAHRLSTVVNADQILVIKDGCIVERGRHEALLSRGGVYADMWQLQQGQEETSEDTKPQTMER
iPSC survival up: enhancers of human iPSC single-cell survival; hiPSC single-cell survival, ATPlite luminescence; 100% = ROCK inhibitor wells, 0% = DMSO; survival enhancement, % at 20 µM; 0.044% of 360,000 active; in the data active = survival enhancement above about 18%;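 also: cells exposed to compounds for 16 hours before the ATP read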
aDG glyco act: alpha-DG glycosylation activation. Pro5-aDG cells, alpha-DG glycosylation AlphaScreen (IIH6); 0% Pro5, 100% B10-LARGE cell signal. activation, % at 10 µM. AID 624168. 0.22% of 360,000 active;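 active = activation of at least 8% versus controls, or a plate z-score of at least 8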;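 also: Pro5 are CHO cells carrying HIG-tagged alpha-DG that lacks glycosylation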
CaV13 ICDI inh: Primary screen for inhibitors of IQ motif and Ca2+-dependent inactivation inhibitor domain binding in CACNA1D, Förster resonance energy transfer in living cells, …; HEK cells, CFP/YFP FRET ICDI-IQ, plate reader, 10 min; percent FRET-ratio fall versus neutral wells; inhibition, % at 12.3 µM; 0.098% of 340,000 active; AID 743397;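 active = mean replicate inhibition of at least 30% and at least 1% of replicates passing that level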;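 also: 0% = median of the neutral control wells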
PDI turbidity: blocks human protein disulfide isomerase activity; P07237; PDI insulin aggregation turbidity, A650, 90 min; inhibition, % at 10 µM; 0.052% of 350,000 active; AID 588391;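 active = mean inhibition across replicates of 30% or more, whatever share of single replicates reach that level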;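 also: absorbance from insulin aggregation driven by PDI reduction with DTT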
Glyco luc inh: N-linked glycosylation inhibition. 0.23% of 360,000 active. D54 ERlucT glycosylation luciferase reporter, 24 h; percent of 100 nM tunicamycin response. reporter increase, % at 12.5 µM;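 active = mean luciferase reporter signal, scaled so untreated is 0 and the glycosylation-blocking control 100, at or above a set limit in every replicate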;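 also: luciferase carries N-glycosylation sites so blocking glycosylation raises the light; 0% = median of neutral control wells and 100% = median of 100 nM tunicamycin wells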
Exocytosis inh: blocks lytic granule exocytosis | TALL-104 LAMP-1 surface exposure, flow cytometry; cells stimulated with thapsigargin and PMA | inhibition, % at 10 µM | 0.66% of 360,000 active | AID 651702;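 active = inhibition above about 55%, limit read from the data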
Active calls of the source: *; i = inactive; nt = not tested or not shown; & = joins results of further samples.

cpd	smiles	Cardio protect	m5-HT2A agonist	Vif imaging	ABCB6 inh 2	iPSC survival up	aDG glyco act	CaV13 ICDI inh	PDI turbidity	Glyco luc inh	Exocytosis inh
1	Cc1cccc(C)c1NC(=O)CN(C)C(=O)c1ccccc1OCc1ccc(F)cc1	1	-5	-7	100	-0.2	0.1	-7	4	1	1
2	O=C(CSc1ccccc1)Nc1ccc(S(=O)(=O)Nc2ncccn2)cc1	-3	0	-3	98	2.5	-0.1	0	2	0	1
3	CCN(CC)C(=O)[C@H]1C[C@H](CC(=O)NCc2ccco2)C(=O)N2CCc3c([nH]c4cc(-c5ccco5)ccc34)[C@]12C	4	-1	-14	86	-0.1	0.1	-4	16	-2	0
4	Cc1ccc(S(=O)(=O)NCC(=O)N/N=C/c2ccccc2O)cc1	45	-2	nt	92	-1.1	1.0	14	-4	-4	-3
5	O=C(NCC1CCCO1)/C(=C\c1cccs1)NC(=O)c1ccccc1 (centres undefined)	-2	0	-1	106	-0.1	-0.5	-2	5	2	-4
6	CSc1sc(C)cc1/C=N/O	1	-1	-2	99	1.8	-0.2	-5	-5	3	2
7	Cc1ccc2c(c1)C1OCCC1C1N2C(=O)C2C(C(=O)O)C3C=CC21O3 (centres undefined)	-3	3	-14	104	2.8	1.5	nt	2	1	7
8	O=C(CNC(=O)c1ccccc1)NCC(O)c1ccc([N+](=O)[O-])cc1 (centres undefined)	0	6	1	93	-0.6	-0.1	-5	9	2	-2
9	C[C@@]12C(=O)N(CC3CCCO3)CC(=O)N1[C@H]1c3cc(Cl)ccc3OC[C@@H]1[C@@H]2c1ccccc1 (some centres undefined)	0	-2	-2	98	-0.2	0.0	-8	9	2	1
10	C[C@@H]1CN(C2CCN(Cc3nc(C(c4ccccc4)c4ccccc4)no3)CC2)C[C@H](C)O1	3	0	-13	98	-1.5	0.2	-5	-2	-3	-1
11	CC(=O)C1=C(O)C(=O)N(Cc2ccccc2)C1c1ccc(Br)cc1 (centres undefined)	2	-2	2	93	-0.3	-0.2	-2	-6	-2	6
12	CCc1ccccc1Nc1nc(N)nc(COC(=O)c2c(C)noc2C)n1	9	2	-2	96	-0.6	0.1	-6	19	0	-12
13	O=C(Nc1ccccc1F)N(Cc1ccc(F)cc1)Cc1nc2ccccc2c(=O)[nH]1	8	-4	-1	96	0.9	-0.1	-5	1	0	-3
14	CCCCNC(=O)c1cc(C)nc2ccccc12	2	2	-10	98	-0.2	0.4	2	1	2	2
15	Cc1nc(NC(=O)c2ccc(Br)o2)ccc1Br	-2	2	-7	98	0.7	-0.2	nt	7	2	-14
16	CC1=NN(c2ccccc2)C(=O)C1N=Nc1cccc(O)c1 (centres undefined)	-4	1	-13	100	-1.0	-0.3	-5	-3	-5	-22
17	C=CCn1c(CNC(=O)CCC)nc2ccccc21	1	0	8	101	-0.7	-0.2	-5	15	2	6
18	NC(=O)COC(=O)CCCc1c[nH]c2ccccc12	-10	-3	13	101	5.7	0.0	nt	-1	3	-4
19	COc1cc(/C=N/NC(=S)NCc2ccco2)cc(OC)c1OC	-4	9	1	104	0.6	-0.1	-5	0	3	0
20	CC(C)CC(NC(=O)COc1ccccc1)C(=O)O (centres undefined)	2	-1	-7	103	1.0	0.0	-5	-15	-1	-2
21	Cc1ccsc1/C=N/NC(=O)c1ccc2ccccc2c1	1	-10	13	99	0.2	-0.2	-6	5	2	-2
22	Cc1cc(C)cc(NC(=O)CS(=O)(=O)c2ccccc2)c1	1	2	4	99	-0.3	0.0	15	4	2	-2
23	Cc1noc(C)c1COC(=O)c1csc2c1CCC(C)C2 (centres undefined)	-8	0	-8	94	0.3	0.1	-2	0	4	-5
24	Cc1ccc(C(=O)NC(=S)Nc2ccccc2C(F)(F)F)c(C)c1	-10	0	6	i	-4.9	0.2	nt	-6	0	-1
25	O=C(CNC(=O)c1cccc(Br)c1)NCCc1nc2ccccc2[nH]1	-2	0	nt	92	0.6	0.0	-9	3	-1	1

cpd	smiles	Cardio protect	m5-HT2A agonist	Vif imaging	ABCB6 inh 2	iPSC survival up	aDG glyco act	CaV13 ICDI inh	PDI turbidity	Glyco luc inh	Exocytosis inh
26	CN(CCOc1ccc(Br)cc1)CC(O)c1ccccc1 (centres undefined)	-3	-9	-4	100	-0.4	0.0	-20	2	1	13
27	O=C(NC1CCCCC1)C1CC(=O)N(c2ccc(Cl)cc2)C1 (centres undefined)	-5	-1	-2	104	2.8	0.1	6	nt	1	8
28	COc1ccc(-c2nn(C)c3sc(C(=O)NCc4ccco4)cc23)cc1OC	10	0	2	94	-1.0	0.1	-2	5	4	4
29	COc1ccc(-c2c[n+]3c(n2-c2c(C)n(C)n(-c4ccccc4)c2=O)CCCCC3)cc1	5	1	-25	99	0.2	-0.4	-2	2	3	2
30	CC(=O)c1ccc(N2CCN(C(=O)Nc3ccc(F)cc3F)CC2)cc1	6	-2	-3	93	-1.4	1.0	2	-3	-1	-2
31	CCOC(=O)C1CCN(Cc2cnc(NC(=O)OC)s2)CC1	3	16*	-16	98	-1.2	0.0	-3	-6	0	12
32	CN1CCN(C(=S)NC(=O)/C=C/c2ccccc2Cl)CC1	-2	-6	4	113	-0.9	0.2	-10	0	-1	-1
33	COC(=O)c1ccc(COC(=O)c2c(C)nn(Cc3ccccc3Cl)c2Cl)o1	1	3	5	98	-1.1	0.3	-4	11	1	-1
34	Cn1c(N)c(C(=O)COC(=O)c2cncc(Br)c2)c(=O)n(C)c1=O	1	1	4	100	0.1	0.1	-1	-1	1	3
35	CC(=O)c1cnc2c(-c3ccc(Cl)cc3)c(C)nn2c1C	-6	-1	-5	99	-1.8	0.5	-7	2	5	7
36	Cc1cccc(-c2nnc(C(C)Nc3cccc(C(=O)NC4CC4)c3)o2)c1 (centres undefined)	3	2	-8	101	-1.6	0.3	-5	1	0	9
37	CCn1c(C)c(/C=N/Nc2nc3ccccc3s2)c2ccccc21	2	2	9	90	-0.3	0.2	-11	5	-10	2
38	Fc1ccc(NCc2ccccc2F)cc1Cl	-18	0	-1	102	2.5	-0.1	-8	-2	-4	-2
39	CCCCNC(=O)C(=O)N/N=C/c1ccc(C(=O)OC)cc1	4	-5	6	93	-0.5	-0.5	-4	-3	1	-10
40	CCOC(=O)N1CCc2c(sc(NC(=O)Cc3ccccc3)c2C(=O)c2ccc(OC)cc2)C1	-1	3	7	99	0.1	-0.2	3	12	-5	-2
41	Cc1c(Cl)cccc1NC(=S)N1CCN(c2ccc([N+](=O)[O-])cn2)CC1	-6	3	13	97	0.1	-0.1	-13	-1	0	5
42	O=C(NC1CC1)c1cccc(S(=O)(=O)Nc2ccccc2F)c1	4	6	-3	94	-0.4	-0.3	-4	-6	0	-2
43	CC(/C=N/NC(=O)Cc1cccn1C)=C\c1ccco1	1	2	-4	91	-1.3	0.2	-9	-5	4	0
44	CC(Oc1ccccc1)C(=O)N1CCC2(CC1)Oc1ccc(F)cc1C(=O)C21CC(c2ccccc2)=NO1 (centres undefined)	8	1	nt	91	3.2	-0.3	-11	-1	-1	-2
45	COc1ccc(OCc2ccc(/C=N\NC(=O)c3sccc3C)o2)cc1	5	-9	-1	103	-0.5	-0.1	-5	-3	-5	-10
46	Cc1ccc2cc(CN(CC3CCCO3)C(=S)Nc3ccccc3)c(=O)[nH]c2c1 (centres undefined)	0	-1	-2	101	0.6	-0.1	-6	4	5	-1
47	CC[C@H]1C(c2ccc(F)cc2)=NN(c2ccccc2)[C@@H]1CO	-11	-2	0	111	2.4	0.5	-6	-7	-1	-4
48	COc1cc(C(=O)NCCc2ccc(S(N)(=O)=O)cc2)cc(OC)c1OC	-3	2	0	98	1.4	0.2	-9	6	4	-1
49	CC(=O)Nc1ccc(NC(=O)CSc2nc(=O)n(Cc3ccncc3)c3c2CCC3)cc1	-2	5	11	100	0.4	-0.3	-6	3	-3	1
50	CCCCN(C)CCCNC(=O)c1cn(CC)c2ccc(S(=O)(=O)N3CCOCC3)cc2c1=O	2	3	-5	99	-0.7	-0.1	-3	-6	-1	-2

cpd	smiles	Cardio protect	m5-HT2A agonist	Vif imaging	ABCB6 inh 2	iPSC survival up	aDG glyco act	CaV13 ICDI inh	PDI turbidity	Glyco luc inh	Exocytosis inh
51	O=C(c1ccc2c(c1)OCO2)C1CCCN(Cc2ccc3cccc(F)c3n2)C1 (centres undefined)	-7	-9	-1	100	-3.3	0.4	-5	2	2	-2
52	Cc1c(NS(=O)(=O)c2cccs2)c(=O)n(-c2ccccc2)n1C	-2	1	16	106	9.4	-0.1	nt	-3	2	22
53	Cc1ccn2c(NCc3ccccc3)c(-c3cccc(SC4CCCCC4)c3)nc2c1	-8	-7&-6	-21	94&102	3.3&-2.9	2.8&2.4	-5&-8	2	-4	0&25
54	O=C(O)CCN1C(=O)c2ccc(NC(=O)CSCc3ccccc3)cc2C1=O	10	2	3	103	1.3	0.0	-3	9	3	-1
55	CN(c1ccccc1)c1nc(N)c([N+](=O)[O-])c(N2CCCCCC2)n1	-2	-3	-13	98	0.1	-0.2	-4	-6	-3	-9
56	O=C(CCc1c[nH]c2ccccc12)N1CCCCCCC1	-6	-3	0	89	-0.4	-0.2	-3	2	-1	3
57	CN1CCN(C(=O)C2CCN(S(=O)(=O)c3cnc[nH]3)CC2)CC1	-4	-1	4	97	-3.0	0.1	nt	14	1	-3
58	CC(C)C(=O)NCCc1nc(-c2ccccc2Cl)no1	5	-1	83*	91	-2.2	0.0	-11	-14	1	5
59	NC(CSC1(c2ccc(Cl)cc2)c2ccccc2-c2ccccc21)C(=O)O (centres undefined)	-7	0	0	105	1.3	0.0	-10	3	0	6
60	Oc1ccc(Cl)cc1/C=N/c1nccs1	16	0	1	101	0.9	0.4	-6	0	0	-1
61	CCCCCCC(=O)c1c(C)[nH]c(C(=O)OCC)c1C	-4	3	-6	99	1.2	0.6	-4	5	-2	1
62	CC(C)N(CCCNC(=O)c1ccc(CS(=O)(=O)c2c(Cl)cccc2Cl)o1)Cc1ccccc1	-2	-2	10	96	1.2	-0.1	-16	5	-4	-1
63	O=C(O)CCC(=O)Nc1cccc(C(=O)Nc2cccc(Cl)c2)c1	-6	1	1	102	-4.2	-0.1	nt	12	0	3
64	COC(=O)c1c(C)[nH]c(/C=N/Nc2ccccc2)c1C	2	4	0	101	-0.9	-0.1	-4	-2	0	-1
65	COc1ccc(-c2coc3c(C(=O)NCc4cccs4)cccc23)c(C)c1	-18	-3	-33	101	-0.4	0.9	-7	9	-6	11
66	CCOC(=O)c1c(C)[nH]c(C(=O)/C(C#N)=C/c2ccc(OC(F)F)c(OC)c2)c1C	-1	5	2	111	-2.3	0.0	-4	21	4	2
67	COc1ccc(-n2c(SCC(=O)NCC3CCCO3)nc3c(c2=O)SCC3)cc1OC (centres undefined)	4	11	1	108	0.0	0.3	-6	-4	2	-5
68	O=C(Nc1ccccn1)c1ccc(S(=O)(=O)N2CCCC2)cc1	2	0	1	93	-0.4	0.1	-4	0	2	8

Sorted by SMILES length (smallest number first): some entries from above
cpd	smiles	Cardio protect	m5-HT2A agonist	Vif imaging	ABCB6 inh 2	iPSC survival up	aDG glyco act	CaV13 ICDI inh	PDI turbidity	Glyco luc inh	Exocytosis inh
64	COC(=O)c1c(C)[nH]c(/C=N/Nc2ccccc2)c1C	2	4	0	101	-0.9	-0.1	-4	-2	0	-1
63	O=C(O)CCC(=O)Nc1cccc(C(=O)Nc2cccc(Cl)c2)c1	-6	1	1	102	-4.2	-0.1	nt	12	0	3
59	NC(CSC1(c2ccc(Cl)cc2)c2ccccc2-c2ccccc21)C(=O)O (centres undefined)	-7	0	0	105	1.3	0.0	-10	3	0	6
